Assay outcomes deposited in PubChem by National Center for Advancing Translational Sciences (NCATS).
APE1 inh: APE1 (human) endonuclease inhibition | recombinant APE1, TAMRA/BHQ-2 abasic DNA cleavage fluorescence | Potency, µM (highest dose often 65.8 µM), for inactives: at the top dose activity change, negative = inhibition, most hits filed as inhibitors | hit rate 0.35% among 350,000;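 also: potency is read from the fitted curve at half-maximal effect; plate controls were vehicle for no effect and reference inhibitor for full effect; nearly all actives have a fitted effect of over 55% in size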
Target sequence (P27695 whole entry, looked up): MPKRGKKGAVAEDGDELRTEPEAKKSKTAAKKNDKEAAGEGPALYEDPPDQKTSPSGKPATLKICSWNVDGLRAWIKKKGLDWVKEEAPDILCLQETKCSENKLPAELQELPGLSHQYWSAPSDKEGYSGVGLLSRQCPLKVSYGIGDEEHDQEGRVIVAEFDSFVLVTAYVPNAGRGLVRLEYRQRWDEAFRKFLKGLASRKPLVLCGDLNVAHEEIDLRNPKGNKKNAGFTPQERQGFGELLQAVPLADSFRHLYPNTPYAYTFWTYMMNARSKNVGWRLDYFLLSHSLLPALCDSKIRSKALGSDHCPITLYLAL
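Readout is kinetic fluorescence (ex 525, em 598 nm) from cleavage of 50 nM TAMRA/BHQ-2 THF abasic duplex by 0.75 nM APE1, compound added 15 min beforehand at RT.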
Pol beta inh: blocks human DNA polymerase beta activity. P06746. Pol beta primer extension/strand displacement, fluorescence kinetic. Potency, µM (doses to about 114 µM), for the others: top-dose activity change, negative = inhibition, usual class: inhibitors. hit rate 1.3% among 340,000; also: potency is read from the fitted curve at half-maximal effect; % is scaled to controls: 0 for no effect and ±100 for the full control effect
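Reaction started by 50 nM substrate onto compound-treated Pol beta (10 nM, 15 min preincubation, room temperature); plates read at 0 min and 10 min. Normalized concentration-effect data fitted by four-parameter Hill equation.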
BLM inh: inhibitors of human Bloom syndrome helicase BLM; P54132; recombinant BLM DNA unwinding, fluorescence dequenching; Potency, µM (top dose mostly 56.1 µM), without a hit: at the highest dose activity change, negative = inhibition, usual class: inhibitors; hit rate 0.2% among 350,000;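 also: potency is read from the fitted curve at half-maximal effect; plate controls were vehicle for no effect and no enzyme for full effect; nearly all actives have a fitted effect of over 35% in size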
Anesthetic bind: binds horse apoferritin like a general anesthetic; hit rate 0.074% among 350,000; Potency, µM (top dose mostly 77.5 µM), inactives show top-dose activity change, negative = displacement, most hits filed as inhibitors; apoferritin/1-aminoanthracene competitive binding, fluorescence; P02791; also: potency is read from the fitted curve at half-maximal effect; % is scaled to controls: 0 for no effect and ±100 for the full control effect; nearly all actives have a fitted effect of over 20% in size
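Read-out: endpoint 1-AMA fluorescence, excitation 380 nm and emission 535 nm, after compounds sit 10 min at room temperature with 10 uM horse-spleen apoferritin in 50% saturated 1-AMA/PBS. Values come from four-parameter Hill fits.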
POLH inh: blocks human DNA polymerase eta activity; Q9Y253; recombinant Pol eta, fluorescent DNA replication assay; Potency, µM (highest dose often 114 µM), for the others: top-dose activity change, negative = inhibition, usual class: inhibitors; hit rate 1.2% among 390,000; also: potency is read from the fitted curve at half-maximal effect; % is scaled to controls: 0 for no effect and ±100 for the full control effect
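Pol eta at 10 nM preincubated with compounds 15 min at room temperature; reaction started with fluorescent substrate (50 nM final) and read kinetically at 0 and 10 min.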
Tb PGK inh: blocks T. brucei phosphoglycerate kinase | PGK/GAPDH coupled, Kinase-Glo luminescence, 60 min | AID 602233 | P07378 | Potency, µM (titrated, usually from 57.5 µM), without a hit: at the highest dose activity change, negative = inhibition, hits mostly inhibitors | hit rate 0.043% among 380,000; also: potency is read from the fitted curve at half-maximal effect; % is scaled to controls: 0 for no effect and ±100 for the full control effect; nearly all actives have a fitted effect of over 60% in size
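Luminescent ATP detection (Kinase-Glo Plus) follows a 60-minute room-temperature incubation, with wells lacking PGK as controls. Buffer: 100 mM TEA (pH 7.6), 5 mM MgCl2, 0.01% Tween-20. Coupling enzyme GAPDH (100 nM final) supplies unstable 1,3-BPG in-well.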
Pol iota inh: DNA polymerase iota (human) inhibition; Q9UNA4; Pol iota fluorescent replication assay, 10 min; Potency, µM (top dose mostly 115 µM), for the others: at the top dose activity, negative = inhibition, hits mostly inhibitors; hit rate 1% among 390,000; AID 588590; also: potency is read from the fitted curve at half-maximal effect
Target sequence (Q9UNA4 whole entry, looked up): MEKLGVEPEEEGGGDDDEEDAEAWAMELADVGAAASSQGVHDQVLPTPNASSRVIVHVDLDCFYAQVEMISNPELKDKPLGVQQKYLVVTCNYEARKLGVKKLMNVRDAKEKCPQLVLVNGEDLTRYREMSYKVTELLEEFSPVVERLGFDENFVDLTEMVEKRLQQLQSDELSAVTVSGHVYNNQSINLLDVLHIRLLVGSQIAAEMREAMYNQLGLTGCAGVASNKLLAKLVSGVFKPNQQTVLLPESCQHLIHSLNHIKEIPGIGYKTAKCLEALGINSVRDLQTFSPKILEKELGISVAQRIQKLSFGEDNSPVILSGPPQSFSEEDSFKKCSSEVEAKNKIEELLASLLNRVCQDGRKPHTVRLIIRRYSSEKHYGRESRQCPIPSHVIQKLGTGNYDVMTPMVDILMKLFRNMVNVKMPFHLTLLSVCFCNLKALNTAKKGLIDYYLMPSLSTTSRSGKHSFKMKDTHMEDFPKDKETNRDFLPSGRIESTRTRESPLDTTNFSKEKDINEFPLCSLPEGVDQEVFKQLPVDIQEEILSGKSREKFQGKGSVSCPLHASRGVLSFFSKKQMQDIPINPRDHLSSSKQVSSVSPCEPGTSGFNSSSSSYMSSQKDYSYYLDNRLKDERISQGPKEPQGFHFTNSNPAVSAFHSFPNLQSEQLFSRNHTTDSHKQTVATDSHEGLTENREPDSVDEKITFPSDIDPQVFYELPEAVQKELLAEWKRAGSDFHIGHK
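Fluorescent replication assay read twice, at 0 min and 10 min after adding 50 nM (final) substrate. Enzyme (10 nM) and compounds were first incubated 15 min at room temperature; enzyme-free buffer wells were negative controls.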
Pol kappa inh: DNA polymerase kappa (human) inhibition; Potency, µM (titrated, usually from 107 µM), for the others: top-dose activity, negative = inhibition, usual class: inhibitors; hit rate 0.53% among 400,000; purified Pol kappa, fluorescent DNA synthesis assay, 10 min; AID 588579; also: potency is read from the fitted curve at half-maximal effect; % is scaled to controls: 0 for no effect and ±100 for the full control effect
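Inhibition of 10 nM Pol kappa is measured by a fluorescent read-out at 0 and 10 min following addition of 50 nM substrate (final), with a 15-min room-temperature compound preincubation.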
RXFP1 antag: antagonists of human relaxin receptor RXFP1; HEK293-RXFP1, relaxin-stimulated cAMP HTRF, 30 min; stronger effect = lower value; activity change, negative = inhibition, % at 57.5 µM; AID 1259400; hit rate 0.59% among 350,000;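 active = activity change of -60% or lower, but not beyond a set lower limit; inconclusive = change between -60% and -40%, or beyond the set limit; inactive = change above -40%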; also: % is scaled to controls: 0 for no effect and ±100 for the full control effect
The depositor's hits bear a star; i = inactive; ? = inconclusive; . = not tested or not shown; & = joins results of further samples; [ ] = remark or other dose. Unless noted, calls follow the shape of the dose curve; as a rule, active = well fitted curve in the direction sought with a large enough effect; inconclusive = small, poorly fitted or top-dose-only effect, or another doubt; inactive = no such curve, though single readings can be large; an effect the other way counts as inactive or inconclusive. The list is partial; rates above refer to the full screens.

SMILES	APE1 inh	Pol beta inh	BLM inh	Anesthetic bind	POLH inh	Tb PGK inh	Pol iota inh	Pol kappa inh	RXFP1 antag
CCN(CC)CCCN=C(C)c1c(O)n(-c2ccccc2)c(=O)[nH]c1=O	1%	18%	-1%	-9%	-11%	-11%	4%	-2%	4
O=C(Nc1ccc(N2CCOCC2)cc1)Nc1ccc2nsnc2c1	5%	-6%	-12%	?	-3%	-5%	10%	-2%	3
COc1cccc(OCc2cc(C(=O)N3C[C@H]4C[C@@H](C3)c3cccc(=O)n3C4)no2)c1	48%[activator]	18%	2%	-21%	-4%	6%	1%	-13%	6
COc1ccccc1N1CCN(Cc2ccccc2)CC1	50%[activator]	-15%	-5%	-4%	-9%	-1%	?	-10%	0
CC(C)c1ccc(-n2c(O)c(C=NC(CCS(C)=O)C(=O)O)c(=O)[nH]c2=S)cc1 (centres undefined)	0%	14%	1%	2%	4%	-8%	7%	-4%	-16
O=C(CN1CCCCC1)Nc1ccc(Br)cc1C(=O)c1ccccc1Cl	-3%	22%	-4%	-12%	-16%	3%	14%	-3%	-8
CCOC(=O)c1cn2nc(OP(=S)(OCC)OCC)cc2nc1C	-4%	1%	-3%	?	-10%	-3%	-3%	-17%	3
CC(=O)c1cccc(NC2=NCC(C)S2)c1 (centres undefined)	-1%	42%	2%	?	-18%	-6%	?	-12%	10
O=c1[nH]c(=S)n(-c2ccccc2)c(O)c1C=NCCN1CCNCC1	22%	15%	-3%	-3%	-15%	7%	12%	2%	-1
COc1ccc(OCCOc2cccc(C=C3C(=O)NC(=O)NC3=O)c2)cc1	10%	?	-13%	?	.	.	.	.	.
CCN(CC)C(=O)c1ccc(NC(=O)c2cccc(S(=O)(=O)N3CCN(Cc4ccccc4)CC3)c2)cc1	-27%	.	.	.	-18%	5%	6%	-11%	-9
CCCCC/C=C\C/C=C\C/C=C\C/C=C\CCCC(=O)OCCN	-3%&1%	.	-8%&-1%	?	.	.	.	?	.
Cc1ccc(-n2c(-c3ccc([N+](=O)[O-])cc3)nc3ccccc3c2=O)cc1	6%	-1%	1%	1%	-22%	-4%	43%[activator]	0%	-9
CC1C2Cn3c(nc4ccccc43)C1N(C)O2 (centres undefined)	0%	2%	-1%	29%	-15%	0%	9%	-20%	.
CCN1CCN(C(=O)COc2ccc(S(=O)(=O)N3CCOCC3)cc2C)CC1	15%	22%	-1%	-8%	-14%	-10%	-10%	1%	1
OC(c1ccccc1)(c1ccccc1)C1CCCN1 (centres undefined)	22%	-1%	-7%	-1%	-1%	-2%	23%	-5%	9
COc1ccc(Cn2c(O)c(/C=C3/C=CC=N3)c(=O)[nH]c2=O)cc1	-2%	2%	-9%	-3%	?	-4%	-10%	-4%	-4
Cc1ccc(Cn2nnnc2CN2CCC(n3nnc4cc(C(F)(F)F)ccc43)CC2)cc1	-8%	-17%	-13%	7%	-13%	4%	-3%	-14%	-11
Fc1ccc2c(c1)nnn2C1CCN(Cc2nnnn2C2CCCCC2)CC1	-7%	19%	1%	-14%	-11%	-4%	28%	-19%	4
Cc1c(NP(=S)(C(C)(C)C)C(C)(C)C)c(=O)n(-c2ccccc2)n1C	-1%	17%	-2%	-8%	-7%	i	24%	-5%	2
O=S(=O)(c1ccccc1)N1CN2CCN(C2)C1	2%	-6%	1%	-11%	-13%	2%	72%[activator]	1%	-1
CCCCn1c(O)c(C(CC)=NCc2ccc(F)cc2)c(=O)[nH]c1=O	1%	0%	-5%	?	-4%	-1%	-2%	-21%	-8
CN1CCN(Cc2ccc(OC(F)(F)F)cc2)CC1	0%	8%	-1%	-3%	-11%	i	-8%	3%	-3
CCC(=NCC1CCCO1)c1c(O)n(-c2ccc(Cl)cc2)c(=O)[nH]c1=O (centres undefined)	-3%	19%	0%	-10%	4%	-5%	-3%	-12%	4
Nc1ncnc2c1nc(Sc1ccc(Cl)cc1)n2[C@@H]1O[C@@H]2COP(O)(=S)O[C@H]2[C@H]1O (some centres undefined)	?	.	-2%	-13%	.	.	.	2%[60.1 µM]	.
COC(=O)C1=C(c2ccc(F)cc2F)C[C@@H]2CC[C@H]1N2C(=O)NC(C)C	46%[activator]	.	.	.	-7%	i	37%[activator]	11%	.
Cc1ccc(S(=O)(=O)N2CCCc3cc(NS(=O)(=O)c4cc(C)ccc4C)ccc32)cc1	.	8%	-5%	43%[activator]	-18%	4%	13%	-5%[60.1 µM]	6
COc1ccc2c(c1)[C@@]13CCC=C[C@H]1[C@@H](C2)NCC3	2%	.	.	.	-19%	0%	10%	0%	.
CC(=O)O[C@@]12CO[C@@H]1C[C@H](OC1OCC(O)C(O)C1O)[C@@]1(C)C(=O)[C@H](O)C3=C(C)[C@@H](OC(=O)[C@H](O)[C@@H](NC(=O)c4ccccc4)c4ccccc4)C[C@@](O)([C@@H](OC(=O)c4ccccc4)C12)C3(C)C (some centres undefined)	-1%	32%	2%	?	?	5%	?	0%	.
CN(C)CCc1ccc(O)cc1	-1%	.	-1%&5%	.	.	.	.	0%[19.4 µM]	18

Some entries already given, reduced to Anesthetic bind, Pol iota inh and RXFP1 antag:
Molecule	Anesthetic bind	Pol iota inh	RXFP1 antag
COc1ccc(Cn2c(O)c(/C=C3/C=CC=N3)c(=O)[nH]c2=O)cc1	-3%	-10%	-4
Cc1ccc(Cn2nnnc2CN2CCC(n3nnc4cc(C(F)(F)F)ccc43)CC2)cc1	7%	-3%	-11

(next part)
SMILES	APE1 inh	Pol beta inh	BLM inh	Anesthetic bind	POLH inh	Tb PGK inh	Pol iota inh	Pol kappa inh	RXFP1 antag
O=C(C1CCCN(c2nnc(-n3cccc3)s2)C1)N1CCC2(CC1)OCCO2 (centres undefined)	-1%	?	0%	4%	?	-4%	8%	-1%	-6
C[C@]12CCC(OC(=O)CCC(=O)O)CC1=CCC1C2CC[C@]2(C)C(=O)CCC12 (some centres undefined)	-6%	-1%	-1%	-2%	-5%	-2%	-2%	-13%	-10
O=C1NC(=O)N(Cc2ccccc2)C(=O)/C1=C/c1cnc(-c2ccccc2)nc1	6%	7%	-2%	?	-13%	0%	28%	-7%	-28
CN1C(C(=O)NCc2cccc(C(F)(F)F)c2)CC2Cn3c(nc4cc5ccccc5cc43)C21 (centres undefined)	-5%	6%	-7%	-9%	-26%	-2%	13%	6%	.
Cc1ccc(NC(=O)O/N=C/c2cccc([N+](=O)[O-])c2)cc1	-6%	-18%	1%	?	-14%	i	55%[activator]	1%	-9
CNC(C(=O)c1ccccc1)C(OC)c1ccc(C)cc1 (centres undefined)	-4%	-7%	2%	-11%	-11%	i	1%	-19%	4
Cc1cc(I)ccc1Nc1c(C(=O)NOCC2CC2)cc(F)c(F)c1F	-6%	.	-15%	-13%	.	.	.	?	.
CCCCC(=O)C1C(=O)NC(=O)NC1=O	-7%	2%	-2%	-8%	1%	9%	?	2%	0
CCOC(=O)N1CCN(/[N+]([O-])=N/Oc2ccc([N+](=O)[O-])cc2[N+](=O)[O-])C(C)C1 (centres undefined)	-3%	.	-7%	43%[activator]	.	.	8%	-14%	.
COc1ccccc1NC(=O)COC(=O)c1cn(C)c2ccccc12	-7%	.	.	.	-9%	i	4%	-2%	5
Cc1ccc(-c2nc3ccccc3c(=O)n2-c2cc(C)ccn2)cc1	2%	24%	-5%	-7%	-15%	-1%	2%[58.9 µM]	-4%	-14
O=c1[nH]c(=O)n(CCC2=CCCCC2)c(O)c1/C=N/Nc1ccccc1	-2%	2%	-4%	?	?	-5%	-13%	-10%	-15
COC(=O)C1=C(c2cccc(OCc3ccccc3)c2)C[C@@H]2CC[C@H]1N2C(=O)NCc1ccc(Cl)cc1	-16%	.	.	.	-17%	0%	-18%	-24%	.
CCOc1cc(-c2nc3c(C)cccn3c2NCC2CCCO2)ccc1O (centres undefined)	-3%	2%	0%	96%[activator]	-4%	-6%	11%	-19%	4
S=c1[nH]nc(Cn2c(-c3ccccn3)nc3ccccc32)n1-c1ccc2c(c1)OCCO2	-5%	13%	-2%	5%	-7%	-2%	75%[activator]	-10%	-22
COC(=O)C1=C(c2c(C)noc2C)C[C@@H]2CC[C@H]1N2C(=O)NCCOc1ccccc1Cl	1%	.	.	.	-11%	-1%	35%[activator]	16%	.
Cn1c(N2CCNCC2)nc2ccccc21	11%	46%	0%	-9%	-4%	-7%	24%	0%	5
C[C@@]12CC[C@H](O)C[C@@H]1CC[C@H]1[C@H]2CC[C@@]2(C)[C@@H](C3=CC(=O)OC3)CC[C@]12O	-2%[21 µM]	.	3%[21.4 µM]	-2%[29.3 µM]	.	.	.	-4%[12 µM]	.
COc1cc(OC)c(OC)cc1CNCCc1cccc(F)c1	25%	10%	-10%	-2%	-4%	-4%	5%	-12%	8
CC(C)CCn1c(=O)c(C(=O)NCc2ccco2)c(O)c2ccccc21	2%	27%	-3%	2%	-15%	-1%	48%[activator]	1%	-11
COc1ccc(-n2c(-c3ccccc3Br)nc3ccccc3c2=O)cc1	7%	4%	-6%	1%	-8%	-2%	12%	-7%	-11
CC1=C(C/C(C)=C/c2ccccc2)/C(=C/CO)[C@H](O)[C@](C)(O)C12CC2	.	.	.	.	-12%	3%	30%	-12%	.
COCCNC(=O)c1c(NC(=O)c2ccc(Br)o2)n(Cc2ccccc2)c2nc3ccccc3nc12	2%	-2%	?	38%[activator]	-19%	-7%	?	-10%	5
Clc1cc(Cl)cc(NC2=NCCS2)c1	0%	0%	-3%	-13%	-16%	i	37%[activator]	-8%	-18
COc1ccc(CCn2c(O)c(C=Nc3ccc(NC(C)=O)cc3)c(=O)[nH]c2=O)cc1OC	-7%	-43%	1%	2%	-12%	-5%	3%	14%	-24
CCN1CCN(c2ccc(N)cc2)CC1	3%	7%	-2%	-11%	-1%	-4%	27%	-19%	-8
